High-throughput results as filed in PubChem BioAssay.
NOD1 inhibition: NOD1 signaling inhibitors, primary screen, cell-based, luminescence, uHTS (AID 1578); NOD1-driven NF-kB luciferase reporter cells, luminescence; higher % means a stronger effect; 290,000 tested, 1% active; inhibition, % at 4 µM, or EC50 in µM where a hit was titrated; in the data active = inhibition mostly above about 36%, no sharp cut-off; inactive = mostly below about 34%;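 also: HEK-293T reporter cells stimulated with the NOD1 agonist gamma-tri-DAP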
GPR55 beta-arrestin: selective activators of receptor GPR55 – imaging, U2OS cells, beta-arrestin-GFP redistribution, primary screen (AID 1961). U2OS GPR55 beta-arrestin-GFP redistribution imaging; higher % means a stronger effect. activation, % at 10 µM, or EC50 in µM where a hit was titrated. 290,000 tested, 0.048% active;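 active = activation above 40% with more than 50 cells counted in the well; inconclusive = wells holding fewer than 50 cells, flagged as toxic or sparse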;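 also: U2OS osteosarcoma cells stably expressing GPR55 and beta-arrestin-GFP; plate controls were DMSO negative control for no effect and LPI positive control for full effect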
T cell modulator: modulates CD8 T cell binding to vesicles; AID 2052; calls only at 7 µM; 2C CD8+ T cell-vesicle binding, flow cytometry; active compounds read low; 330,000 tested, 0.068% active;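 active = response, share of CD8 T cells binding vesicles, and their 90th percentile fluorescence all below set limits, cut at about 80% in these data, passing the limit was not always enough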
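Assay system – 2C mouse CD8+ T cells · Also added – QL9-loaded Drosophila micro-vesicles · Timing – Cell–vesicle co-incubation 1.5 h at 37 °C, staining 20 min on ice · Signal – flow cytometry of vesicle-bound cells · Measure – percent CD8+ FL2 mean versus row control · Controls – Peptide-free naked vesicles (low) and QL9 vesicles with 0.7% DMSO vehicle (high)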
KOR beta-arrestin-1: KOR antagonists, beta-arrestin recruitment, cell-based, luminescence, uHTS (AID 1778); KOR beta-arrestin recruitment, luminescence, antagonist mode; higher % means a stronger effect; one-dose inhibition, % at 10 µM; IC50 in µM for titrated hits; 290,000 tested, 0.091% active; also: strong numbers were not always called active
KOR beta-arrestin-2: kappa opioid receptor activators – cell-based, luminescence, uHTS, primary screen (AID 1777); KOR beta-arrestin recruitment, luminescence; higher % means a stronger effect; one-dose activation, % at 10 µM; EC50 in µM for titrated hits; 280,000 tested, 0.02% active; in the data active = activation above about 50%, passing the limit was not always enough; also: a part of the inactive calls stands beside numbers as strong as those of hits
GPR55 LPI antagonism: GPR55 antagonists blocking LPI-driven arrestin recruitment, primary screen, imaging, U2OS, beta-arrestin-GFP, LPI agonist (AID 2013); U2OS GPR55 beta-arrestin-GFP translocation imaging, LPI antagonism; higher % means a stronger effect; 290,000 tested, 0.13% active; inhibition, % at 10 µM; hits with a dose series show IC50 in µM;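 active = spots per cell inhibited over 60%, with over 100 cells counted and total cytoplasm intensity under 500,000; inconclusive = wells with under 100 cells, flagged as likely toxic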;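 also: U2OS cells stably carrying GPR55 and arrestin-GFP stimulated by 5 µM LPI near EC80; imaged beta-arrestin-GFP aggregate spots per cell after agonist stimulation; plate controls were LPI-stimulated DMSO wells for no effect and DMSO wells without LPI for full effect; some results filed as inactive read as strong as hits; confirmed hits need IC50 under 10 µM and bright autofluorescent wells are also inconclusive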
NTR1 ag: agonists of NTR1, primary screen, imaging, U2OS cells, beta-arrestin-GFP, high content (AID 493036). 330,000 tested, 0.17% active. NTR1-U2OS beta-arrestin-GFP spot imaging, agonist mode. P30989. activation, % at 20 µM;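 active = activation at or above 40% of the spot to cytoplasm intensity ratio, with at least 20 cells analyzed; inconclusive = wells under 20 cells, flagged as cytotoxic or low count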;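 also: 0% = DMSO without peptide and 100% = 100 nM NTR1 peptide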
Target sequence (P30989 whole entry, looked up): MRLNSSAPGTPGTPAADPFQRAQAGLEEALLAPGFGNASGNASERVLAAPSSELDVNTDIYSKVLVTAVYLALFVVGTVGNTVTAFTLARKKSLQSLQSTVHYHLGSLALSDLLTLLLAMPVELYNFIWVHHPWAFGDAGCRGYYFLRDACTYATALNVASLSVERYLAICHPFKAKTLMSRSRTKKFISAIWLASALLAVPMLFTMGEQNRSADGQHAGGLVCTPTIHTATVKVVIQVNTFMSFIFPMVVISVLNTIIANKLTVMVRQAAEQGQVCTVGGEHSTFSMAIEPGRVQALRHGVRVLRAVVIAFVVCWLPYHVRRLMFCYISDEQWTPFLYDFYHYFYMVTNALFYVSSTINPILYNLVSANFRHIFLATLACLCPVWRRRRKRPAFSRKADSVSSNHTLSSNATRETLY
HEK293 NOD2/NF-kB: inhibition of NOD2-driven NF-kB reporter – cell-based, luminescence, uHTS, HEK293 (AID 1566); inhibition, % at 4 µM; hits with a dose series show EC50 in µM; HEK293 NOD2/NF-kB luciferase reporter, luminescence; higher % means a stronger effect; 290,000 tested, 0.63% active; also: many of its hits are not listed in these tables
Myeloid diff 2: promotes myeloid progenitor differentiation | ER-HoxA9 myeloid progenitors, lysozyme-GFP differentiation, flow cytometry | calls only at 10 µM | 360,000 tested, 1% active | AID 624256;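 active = normalized GFP-positive differentiation at or above the plate's own cutoff, the solvent-only control mean plus 3 SD; inconclusive = no clear call, values can overlap the other calls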;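 also: cells exposed to compound for four days before flow analysis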
T cell modulator vesicle-bound %: also measured in T cell modulator; calls as there; double positive events, %; measured here: CD8+ vesicle-bound cell fraction;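 binding gate set so that unloaded-vesicle control wells show 10% double positive cells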
NTR1 ag cell count 20 µM: second read-out of NTR1 ag, no call of its own (marks repeat the call); cell count; measured here: cell count, cytotoxicity flag
Myeloid diff 2 GFP+ MAC1+ %: also measured in Myeloid diff 2; calls as there; GFP+ MAC1+ double positive, %; measured here: differentiation confirmed by MAC1 staining
An asterisk follows results filed as active; i = inactive; ? = inconclusive; · = not tested or not shown; [ ] = remark or other dose. Rule as the data show it, unless noted: active = inhibition above about 50%; inactive = the rest.

SMILES	NOD1 inhibition	GPR55 beta-arrestin	T cell modulator	T cell modulator vesicle-bound %	KOR beta-arrestin-1	KOR beta-arrestin-2	GPR55 LPI antagonism	NTR1 ag	NTR1 ag cell count 20 µM	HEK293 NOD2/NF-kB	Myeloid diff 2	Myeloid diff 2 GFP+ MAC1+ %
CCC1Oc2ccc(C)cc2N(CC(=O)NCCN2CCCCCC2)C1=O (stereo unspecified)	-17%	0.0%	i	26	-1%	3.8%	21%	0.9	56	-8%	i	5.6
O=C(/C=C(\O)c1ccc(Cl)cc1)C(=O)NNC(=O)C(O)(c1ccccc1)c1ccccc1	-20%	0.3%	i	12	2%	-4.0%	34%	0.6	68	8%	i	0.6
CC1(C)NC(=O)N(CC(O)Cn2c3ccccc3c3ccccc32)C1=O (stereo unspecified)	-32%	-0.2%	i	59	-44%[20 µM]	·	1%	1.5	56	0%	i	1.2
Cn1c(SCC2CCCCC2)nnc1-c1ccncc1	-5%	-0.1%	i	36	10%	-3.6%	6%	0.8	82	8%	i	0.5
COc1ccc(-c2noc(CCC(=O)NCCCN3CCN(c4ccc(F)cc4)CC3)n2)cc1	10%	-0.3%	i	47	-24%	1.8%	-4%	-0.1	83	5%	i	0.1
CC1CC(C)(C)NC(=S)N1CCCC(=O)Nc1ccc(F)c(F)c1 (stereo unspecified)	-30%	0.0%	i	47	-1%	0.7%	8%	0.6	55	11%	i	0.5
COc1cccc(NC(=O)c2cc(CN3C(=O)c4ccccc4C3=O)ccc2OC)c1	-13%	0.0%	i	53	-10%	4.2%	7%	0.8	51	7%	i	0.5
C=CCn1c(O)c(N=NC(=O)CNC(=O)Cc2ccccc2)c2ccccc21	16%	-0.2%	i	4	-18%	-1.6%	9%	1.7	62	8%	i	0.1
CC(C)(C)NC(=O)Cn1c(SCC(=O)Nc2nccs2)nc2ccccc21	-25%	0.0%	i	39	·	·	8%	1.4	84	4%	i	1.1
CC(=O)c1cccc(NC(=O)CCOc2ccccc2)c1	-28%	0.0%	i	2	24%	1.5%	5%	-0.6	60	-15%	i	1.3
CN(C)NC(=S)NC(=O)C12CC3CC(CC(C3)C1)C2	11%	0.0%	i	60	19%	1.2%	2%	6.1	79	-1%	?	·
CSc1nc2ccc(NC(=O)C3=NNC(=O)CC3)cc2s1	-49%	0.2%	i	28	-2%	-0.2%	12%	0.9	34	-11%	i	0.3
COc1ccc(OC(=O)COc2cccc(C)c2)cc1	-24%	0.8%	i	67	-15%	0.7%	-1%	1.1	68	-9%	i	0.3
COc1ccc(-n2cnnc2SC(C)c2nc3sc(C)c(C)c3c(=O)[nH]2)cc1 (stereo unspecified)	-6%	0.2%	·	·	11%	20%	3%	-1.4	97	-15%	·	·
O=c1c2ccccc2n(CC(O)CN2CCCCC2)c2ccccc12 (stereo unspecified)	-5%	1.3%	i	17	-5%	5.0%	4%	-1.1	29	22%	i	0.2
COc1cccc(N2C(=O)Nc3ccc(Br)cc3C2(O)C(=O)NCCCN(C)C)c1 (stereo unspecified)	-12%	-0.2%	i	23	19%	-1.0%	13%	-0.2	50	8%	i	0.3
Cc1ccccc1OCC(=O)N/N=C1\SCC(=O)N1Cc1ccccc1	5%	-0.4%	i	27	8%	-2.2%	12%	-0.4	43	-2%	i	0.2
CCOc1cc(/C=N/O)ccc1OCc1ccc(C)cc1	-28%	0.7%	i	31	-21%	8.0%	13%	2.9	52	-20%	i	0.9
COc1cc(NC(=O)CSCc2ccc(Cl)cc2)c(C(=O)O)cc1OC	-26%	-0.2%	i	58	3%	-1.4%	8%	0.4	70	-2%	i	0.6
CCOc1ccc(-c2csc(/C(C#N)=C\c3ccc(O)c([N+](=O)[O-])c3)n2)cc1	1.5µM*	-0.2%	i	38	-81%	2.4%	5%	38	77	6.2µM*	i	0.7
CC1CCc2sc3ncn4nc(C(=O)NCc5ccco5)nc4c3c2C1 (stereo unspecified)	-17%	-0.1%	i	37	35%	-0.7%	16%	8.7	58	12%	i	0.7
CCc1ccc(NC(=O)C2CCCN(S(=O)(=O)c3cnc[nH]3)C2)cc1 (stereo unspecified)	-13%	-0.1%	i	9	7%	-0.8%	1%	2.1	79	15%	?	·
CC(=O)Nc1ccc(S(=O)(=O)NC2(C(F)(F)F)NC(=O)N(C3CCCCC3)C2=O)cc1 (stereo unspecified)	-11%	0.2%	i	41	-25%	0.8%	3%	-1.2	52	4%	i	0.9
CC1=CS(=O)(=O)CC1SC(=S)N(C)C1CCS(=O)(=O)C1 (stereo unspecified)	-23%	0.3%	i	52	18%	1.1%	-4%	-1.1	25	12%	i	0.3
O=C1c2sc3nc4c(c(=O)n3c2C(=O)N1c1ccccc1)CCC4	17%	0.3%	i	26	·	7.5%	-3%	-0.9	40	-2%	i	0.7
COCc1ccc(CN2CCC(n3nccc3NC(=O)CCCc3ccccc3)CC2)o1	-14%	-0.2%	i	10	-14%	3.6%	8%	-0.8	53	10%	i	1.0
COc1ccc(NC(=S)Nc2ccc(C)c(Cl)c2)cc1OC	-25%	0.9%	i	6	-18%	-2.0%	-6%	1.2	27	6%	i	0.6
CCOc1ccc(OCc2ccc(C(=O)N3N=C(C(F)F)CC3(O)C(F)F)o2)cc1 (stereo unspecified)	-7%	1.2%	i	23	21%	-0.1%	-3%	0.1	65	-1%	i	2.4
O=NN(CCc1ccncc1)c1ccc(OCc2ccccc2)cc1	44%*	0.4%	i	58	-24%	0.4%	5%	0.4	50	40%	i	0.0
C=CCOC(=O)C1=C[C@@H](C2CCCCC2)C[C@@H](OCc2ccc(CO)cc2)O1	-8%	0.1%	i	16	6%	4.8%	0%	4.9	111	7%	i	1.2
O=C(N/N=C/c1cccc(OC(=O)c2cccc(Br)c2)c1)c1ccncc1	-35%	-0.1%	i	19	-26%	0.9%	2%	5.3	54	1%	i	3.3
CCNC(=S)NC1CC2CCCC(C1)N2CCc1ccccc1 (stereo unspecified)	-3%	-0.2%	i	15	14%	-2.5%	18%	0.4	66	5%	i	0.3
COc1ccc(N2CCN(c3ccc(N4C(=O)COCC4=O)cc3[N+](=O)[O-])CC2)cc1	1%	0.9%	i	44	-38%	-4.6%	4%	3.1	39	2%	i	2.2
Cc1ccc(OCc2nc(-c3ccc(Cl)cc3)n[nH]2)cc1	-35%	-0.3%	i	43	-12%	-2.3%	-12%	1.8	50	-18%	i	0.7
O=C(Nc1ccccc1)NC1CC2CCC(C1)N2Cc1nnnn1Cc1ccc2c(c1)OCO2 (stereo unspecified)	-30%	0.3%	i	11	18%	-0.9%	-12%	1.3	91	-4%	i	1.7
CCn1c(SCC(=O)Nc2ccccc2F)nc2c(c1=O)SC(C)C2 (stereo unspecified)	3%	-0.5%	i	19	14%	-3.3%	1%	0.6	49	16%	i	1.0

Another view of part of the listing above.
Compound | NOD1 inhibition | GPR55 beta-arrestin | T cell modulator | T cell modulator vesicle-bound % | KOR beta-arrestin-1 | KOR beta-arrestin-2 | GPR55 LPI antagonism | NTR1 ag | NTR1 ag cell count 20 µM | HEK293 NOD2/NF-kB | Myeloid diff 2 | Myeloid diff 2 GFP+ MAC1+ %
CCNC(=S)NC1CC2CCCC(C1)N2CCc1ccccc1 (stereo unspecified) | -3% | -0.2% | i | 15 | 14% | -2.5% | 18% | 0.4 | 66 | 5% | i | 0.3
COc1ccc(N2CCN(c3ccc(N4C(=O)COCC4=O)cc3[N+](=O)[O-])CC2)cc1 | 1% | 0.9% | i | 44 | -38% | -4.6% | 4% | 3.1 | 39 | 2% | i | 2.2
Cc1ccc(OCc2nc(-c3ccc(Cl)cc3)n[nH]2)cc1 | -35% | -0.3% | i | 43 | -12% | -2.3% | -12% | 1.8 | 50 | -18% | i | 0.7
O=C(Nc1ccccc1)NC1CC2CCC(C1)N2Cc1nnnn1Cc1ccc2c(c1)OCO2 (stereo unspecified) | -30% | 0.3% | i | 11 | 18% | -0.9% | -12% | 1.3 | 91 | -4% | i | 1.7
CCn1c(SCC(=O)Nc2ccccc2F)nc2c(c1=O)SC(C)C2 (stereo unspecified) | 3% | -0.5% | i | 19 | 14% | -3.3% | 1% | 0.6 | 49 | 16% | i | 1.0

The results go on:
SMILES	NOD1 inhibition	GPR55 beta-arrestin	T cell modulator	T cell modulator vesicle-bound %	KOR beta-arrestin-1	KOR beta-arrestin-2	GPR55 LPI antagonism	NTR1 ag	NTR1 ag cell count 20 µM	HEK293 NOD2/NF-kB	Myeloid diff 2	Myeloid diff 2 GFP+ MAC1+ %
Cc1cc(C)cc(N2CN=C3SCC(=O)N3C2)c1	-17%	0.0%	i	30	·	4.0%	3%	0.6	54	16%	i	0.4
CCCn1nc2cc(C(=O)NCc3ccccc3OC)ccc2c1OCC	17%	-0.1%	i	24	-15%	5.9%	-14%	0.7	73	24%	i	1.4
CC(C)Cc1ccc(C(C)C(N)=NCCc2ccccc2)cc1 (stereo unspecified)	-10%	-0.2%	i	30	-23%	14%	2%	17	90	-50%	i	1.2
O=S(=O)(NCC(c1ccccc1)N1CCC(O)CC1)c1ccc(Cl)cc1 (stereo unspecified)	-17%	-0.2%	i	19	-45%	-4.6%	2%	-0.1	45	3%	i	0.0
CC(=O)Nc1ccc(Nc2nc(C(F)(F)F)nc3c2nnn3Cc2ccccc2Cl)cc1	4%	0.3%	i	56	-19%	1.6%	-5%	-0.2	69	32%	i	0.8
CCCCN(C)C(=O)Cn1nc(-c2ccc(Cl)cc2)ccc1=O	-9%	-0.3%	i	23	18%	-6.0%	1%	-0.1	99	-3%	i	0.7
O=C(Nc1cnn(Cc2c(Cl)cccc2Cl)c1)C(c1ccccc1)c1ccccc1	6%	-0.1%	i	36	-39%	-2.7%	-5%	0.5	68	11%	i	0.9
O=C(O)CN1C(=O)c2cccc(Oc3ccc(Cl)cc3)c2C1=O	3%	0.2%	i	10	-22%	2.2%	30%	0.3	73	8%	i	0.8
COC1CCN(C(=O)c2ccc3oc(Cc4ccc(Cl)cc4)nc3c2)CC1	-16%	-0.2%	i	8	-25%	-4.7%	8%	0.3	77	11%	i	0.0
NC(=O)/C(=C/c1ccco1)C(N)=S	-6%	0.0%	i	36	28%	-0.6%	6%	-0.4	64	13%	i	1.0

An excerpt; rates above refer to the full screens.
